# Compound activity from PubChem.
# CFTR F508del cor: CFTR F508del correction in bronchial cells; 350,000 compounds, 0.36% hits; activity (quench increase), % at 7.58 µM; CFBE cells, YFP halide quenching; stimulated with forskolin plus potentiator P3; % fluorescence drop versus neutral controls;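 active means mean added fluorescence quench of at least 8% versus neutral control, with both replicates also reaching 8%; inconclusive means only one of the mean or replicate conditions met; inactive means mean below 8% and not both replicates reaching 8%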;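 further: cells transiently co-express mutant CFTR-F508del with the halide-sensitive YFP; corrector assay measuring rescue of mutant channel to the surface after 24 h compound exposure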
# PAX8 inh HTS: inhibitors of PAX8 transcriptional activity in RMG-I cells | 360,000 compounds, 1.2% hits | RMG-I TPO-luciferase reporter, SteadyGlo, 24 h | AID 652154 | inhibition, % at 12.6 µM;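 active means mean replicate inhibition at least 60% with every replicate also reaching 60%; inconclusive means only one of the two criteria is met; inactive means mean below 60% and not all replicates reaching 60%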;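 further: luciferase light reporting Pax8 driven TPO promoter activity; plate controls were median of neutral control wells for no effect and mitoxantrone controls for full effect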
# FN deposition inh: fibronectin deposition inhibition; AH1F fibroblasts, Alexa488-fibronectin deposition fluorescence, overnight; inhibition, % at 12.6 µM; 350,000 compounds, 0.086% hits;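 active means mean inhibition across replicates of 30% or more, regardless of how many single replicates reach that level; inconclusive means mean under 30% yet at least half of replicates reach 30%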;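 further: positive control wells lacked labelled fibronectin entirely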
#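 Material: AH1F fibroblast monolayer depositing Alexa488-labelled fibronectin into matrix | Input: 10000 AH1F cells/well | Medium: DMEM plus 2% serum, read in PBS | Reagent: Alexa488-fibronectin, 24 nM final in well | Compound dosing: One dose per compound, pinned | Schedule: 1 h adhesion, overnight exposure | Measured by: Fluorescence at 485 nm excitation, 525 nm emission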
# INS-1E GSIS act: primary screen for activators of insulin secretion dependent on glucose, INS-1E cells, GLuc reporter luminescence. INS-1E GLuc reporter insulin secretion, 2-3 h. 370,000 compounds, 0.61% hits. activation, % at 16.6 µM. AID 743287;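 active means lowest replicate activation of at least 40%, so every replicate reaches that level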;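 further: 0% = median of neutral control wells and 100% = median of IBMX positive control wells; some compounds called inactive have numbers as strong as hits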
# DENV2 CPE: inhibitors of DENV2 cytopathic effect | AID 651640 | CPE inhibition, % at 9.99 µM | 350,000 compounds, 1.7% hits | DENV2-infected cells, cytopathic effect rescue, plate reader; in the data active means CPE inhibition above about 20%, passing the limit was not always enough; inconclusive means no clear call, values can overlap the other calls; tested in BHK-21 cells;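 further: 0% = median of neutral control wells and 100% = median of positive control wells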
# EWS-Fli block: blocks EWS/Fli oncoprotein-driven transcription | A673 NR0B1-luciferase reporter, viability-normalised | inhibition, % at 12.6 µM | 350,000 compounds, 0.67% hits;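 active means mean inhibition of at least 50% after viability correction, with every replicate also passing that limit; inconclusive means mean reaches 50% but only one of two replicates passes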;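 further: firefly luciferase signal divided by Alamar Blue viability fluorescence both relative to DMSO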
# miR122 inh: blocks miR-122 activity in Huh7 sensor cells; activation (reporter increase), % at 12.5 µM; AID 602342; Huh7 miR-122 Renilla luciferase sensor, 48 h; neutral wells = 0, positive control = 100; 340,000 compounds, 0.3% hits;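 active means mean replicate activation score at least 90 and every replicate individually at or above 90; inconclusive means only one of the two criteria met; inactive means neither criterion met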;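 further: higher luciferase means less miR-122 activity so hits act as miR-122 inhibitors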
# * marks the source's active call; other numbers are inactive results; ? = inconclusive; / = not tested or not shown; [ ] = dose if it differs, or a comment. Compounds as they come; 3.9% or so of the library scored in one or more.
# Under each structure: CFTR F508del cor | PAX8 inh HTS | FN deposition inh | INS-1E GSIS act | DENV2 CPE | EWS-Fli block | miR122 inh
1. CSCCC(C(=O)Nc1c(C)cccc1C)n1c(-c2ccc(C(F)(F)F)cc2)nc2ccccc21 (stereo not drawn)
    0.2 | -26 | 1 | -10 | 3 | 5 | /
2. C[C@H]1CN([C@@H](C)CO)C(=O)Cc2cc(NC(=O)C3CCCCC3)ccc2O[C@H]1CN(C)Cc1ccc(Oc2ccccc2)cc1
    1.3 | -1 | / | -23 | -1 | 5 | 9[16.7 µM]
3. CNC(=O)CCC(=O)Nc1ccc(C)cc1
    -0.2 | -8 | 12 | 6 | -2 | 8 | -3
4. C[C@@H]1CN([C@H](C)CO)C(=O)c2cc(NC(=O)Cn3cnnn3)ccc2O[C@@H]1CN(C)C(=O)Nc1ccc2c(c1)OCO2
    1.1 | / | -9 | 6 | 15 | -1 | 4[16.7 µM]
5. Cc1noc(C)c1S(=O)(=O)N(C)C[C@@H]1OCCCC[C@@H](C)Oc2ccc(NS(C)(=O)=O)cc2C(=O)N([C@@H](C)CO)C[C@H]1C
    1.3 | / | / | / | 10 | 1 | 0[16.7 µM]
6. Cn1cccc1-c1cc(C(=O)N/N=C/c2ccc(F)cc2)[nH]n1
    -1.2 | -1 | -1 | 6 | 1 | -13 | -7
7. C=CCN(c1ccc(F)cc1)S(=O)(=O)c1cc(C(=O)NC2CC2)ccc1Cl
    -1.1 | -1 | 0 | -45 | -5 | 8 | -2
8. O=C(c1ccc(F)cc1)N1CC(=O)N2[C@@H](CO)[C@@H](c3ccc(C4=CCCC4)cc3)[C@@H]2C1
    -2.3 | / | / | -1 | 11 | / | /
9. Cc1noc(C)c1S(=O)(=O)Nc1ccc2c(c1)C(=O)N([C@@H](C)CO)C[C@@H](C)[C@@H](CN(C)S(=O)(=O)c1cn(C)cn1)OCCCC[C@@H](C)O2
    -2.5 | 0 | -9 | 17 | -2 | -4 | 8[16.7 µM]
10. Cc1ccc(C(=O)O)cc1NC(=S)NC(=O)c1ccc(-c2ccc(Cl)cc2)o1
    -2.7 | -14 | 3 | 15 | -6 | 4 | /
11. COc1ccc(CN2C[C@H](O)COC[C@@H]3O[C@H](CC(=O)N4CCc5ccccc5C4)CC[C@H]32)cc1
    -2.0 | 9 | 5 | -10 | -8 | -3 | -2[16.7 µM]
12. C[C@H]1CN([C@@H](C)CO)C(=O)c2cccc(NS(=O)(=O)c3ccc(Cl)cc3)c2O[C@H]1CN(C)S(=O)(=O)c1cccs1
    -0.7 | / | / | -11 | -8 | -1 | 9[16.7 µM]
13. CCC(=O)NNc1nc2c(C)cc(C)cc2s1
    -1.5 | -12 | / | 16 | 5 | -18 | /
14. O=S(=O)(Nc1nccs1)c1ccc(F)cc1
    -0.7 | 19 | 6 | 3 | 13 | -7 | -2
15. O=C(CNCc1cccc2ccccc12)Nc1ccccc1[N+](=O)[O-]
    6.5 | -6 | 6 | 8 | -5 | 8 | /
16. CCN(CC)c1ccc(/C=N/NC(=O)CN2CCCc3ccccc32)cc1
    0.7 | 19 | 7 | -3 | 5 | -17 | /
17. CC(=O)Nc1ccc(NC2=CC(=O)c3ccccc3C2=O)cc1
    -3.3 | -35 | 4 | 4 | -2 | -134 | -2
18. COCC1CCN(C(=O)C2CCC(=O)N(Cc3cccc(C(F)(F)F)c3)C2)CC1 (stereo not drawn)
    1.8 | -31 | -2 | -19 | ? | / | -8
19. COC(=O)c1[nH]c2cc(OC)ccc2c1NC(=O)CN1CCC(C(N)=O)CC1
    / | 8 | 0 | / | / | / | -3
20. Nc1nc(COC(=O)CCC(=O)c2ccccc2)nc(Nc2ccccc2)n1
    3.6 | 3 | 0 | 2 | 2 | -9 | 1

# Molecules from the list above containing an aryl methoxy group (2):
# Under each structure: CFTR F508del cor | PAX8 inh HTS | FN deposition inh | INS-1E GSIS act | DENV2 CPE | EWS-Fli block | miR122 inh
11. COc1ccc(CN2C[C@H](O)COC[C@@H]3O[C@H](CC(=O)N4CCc5ccccc5C4)CC[C@H]32)cc1
    -2.0 | 9 | 5 | -10 | -8 | -3 | -2[16.7 µM]
19. COC(=O)c1[nH]c2cc(OC)ccc2c1NC(=O)CN1CCC(C(N)=O)CC1
    / | 8 | 0 | / | / | / | -3

# Back to the main list with the six entries that preceded the break.
# Under each structure: CFTR F508del cor | PAX8 inh HTS | FN deposition inh | INS-1E GSIS act | DENV2 CPE | EWS-Fli block | miR122 inh
15. O=C(CNCc1cccc2ccccc12)Nc1ccccc1[N+](=O)[O-]
    6.5 | -6 | 6 | 8 | -5 | 8 | /
16. CCN(CC)c1ccc(/C=N/NC(=O)CN2CCCc3ccccc32)cc1
    0.7 | 19 | 7 | -3 | 5 | -17 | /
17. CC(=O)Nc1ccc(NC2=CC(=O)c3ccccc3C2=O)cc1
    -3.3 | -35 | 4 | 4 | -2 | -134 | -2
18. COCC1CCN(C(=O)C2CCC(=O)N(Cc3cccc(C(F)(F)F)c3)C2)CC1 (stereo not drawn)
    1.8 | -31 | -2 | -19 | ? | / | -8
19. COC(=O)c1[nH]c2cc(OC)ccc2c1NC(=O)CN1CCC(C(N)=O)CC1
    / | 8 | 0 | / | / | / | -3
20. Nc1nc(COC(=O)CCC(=O)c2ccccc2)nc(Nc2ccccc2)n1
    3.6 | 3 | 0 | 2 | 2 | -9 | 1
21. O=C(CCNS(=O)(=O)c1ccc(Br)cc1)Nc1cccc(F)c1
    1.6 | 7 | 2 | -32 | 3 | 13 | 13
22. CC(C)c1ccc(NC(=O)CCNS(=O)(=O)c2cccc3nonc23)cc1
    / | 8 | -2 | / | / | / | 26
23. CCOC(=O)c1sc(S(C)(=O)=O)c2c1CCc1conc1-2
    -2.2 | 5 | -8 | 7 | 2 | -2 | -1
24. O=C(Cn1cc([N+](=O)[O-])cn1)NCC1CCCO1 (stereo not drawn)
    / | 1 | 16 | / | -4 | -3 | -5
25. Cc1ccc(/C=N/NC(=S)NC2CCCCC2)o1
    -3.2 | -150 | -2 | -23 | 7 | -43 | 21
26. COc1ccccc1NC(=O)CN1C(=O)CSC(C)C1=O (stereo not drawn)
    2.4 | 3 | / | 3 | -4 | -1 | -15
27. Cc1cccc(N2C(=O)C(O)=C(C(=O)c3cccs3)C2c2ccc(Cl)cc2)n1 (stereo not drawn)
    -0.2 | -11 | 1 | -4 | 4 | -5 | /
28. Cc1c(C)n2c3c(cccc13)CC2
    -1.5 | 13 | 8 | -5 | -9 | -5 | -4
29. Cc1ccc2c(c1)cc(C)c1nnc(SCC(=O)NCc3ccco3)n12
    1.6 | / | / | -27 | 11 | 3 | /
30. COc1ccc(CN(C)C[C@@H]2Oc3ccc(NC(=O)Nc4cccc5ccccc45)cc3C(=O)N([C@@H](C)CO)C[C@@H]2C)cc1
    -1.9 | 0 | / | -16 | 8 | 13 | -5[16.7 µM]
31. Cc1ccc(-n2c(SCC(=O)Nc3ccc(N4CCOCC4)cc3)nc3ccccc3c2=O)cc1
    / | 23 | 10 | -1 | ? | 7 | /
32. CCC(=O)N(C)C[C@@H]1Oc2ncc(-c3cccc(OC)c3)cc2C(=O)N([C@H](C)CO)C[C@@H]1C
    -0.6 | -5 | -2 | 17 | -13 | 0 | 31[16.7 µM]
33. O=C(CSc1ccc(F)cc1)NCCc1ccc(Cl)cc1
    0.7 | -2 | 9 | -50 | 4 | -6 | 1
34. CS(=O)(=O)N1[C@H](CO)[C@@H](c2ccc(C#Cc3cccc(F)c3)cc2)[C@@H]1C#N
    1.1 | -7 | 16 | -9 | ? | 40 | /
35. Cn1cc(Br)c(C(=O)NNC(=O)Cc2ccc(Cl)cc2)n1
    -3.5 | 1 | -3 | -3 | 7 | 10 | 3
36. O=[N+]([O-])c1ccc(CSc2nnc(-c3cnccn3)o2)cc1
    / | -15 | 6 | / | / | / | 6
37. CC1=C(C(=O)OCc2ccccc2)C(c2ccccc2)NC(=O)N1CCCCCC(=O)O (stereo not drawn)
    5.0 | 15 | -31 | 2 | / | -1 | 3
38. CC(=O)NCCc1c[nH]c2ccc(O)cc12
    -2.1 | -4 | -3 | / | -5 | 9 | -2
39. O=C(COC(=O)c1c2c(nc3ccccc13)/C(=C/c1ccco1)CC2)NC1CCCC1
    / | -6 | 7 | -4 | / | / | /
40. S=C(NN=C1CCCCCC1)Nc1ccc(Cl)cc1
    -0.9 | / | / | -8 | -2 | -1 | /
41. COc1ccccc1-c1oc2ccccc2c1-c1ccc2c(c1)OCO2
    1.5 | 16 | 8 | 17 | 6 | -29 | 2
42. CCOCCOC(=O)C1=C(C)N(C)C(=O)NC1c1ccccc1F (stereo not drawn)
    / | -3 | -17 | 0 | / | / | -1
43. COC(=O)c1ccc(NC(=S)NC2CCCCC2C)cc1 (stereo not drawn)
    / | -15 | -6 | -22 | / | / | 18
44. CCOCCCNC(=O)Cn1cc2c(n1)CCCC2
    -2.0 | -1 | -10 | 16 | 1 | 3 | -4
45. COc1ccc(C(=O)OCC(O)COC(=O)c2ccc(OC)cc2)cc1
    -3.1 | -3 | -11 | / | 14 | 0 | 2
46. Cc1ccc2c(c1)nnn2C1CCN(C(=O)c2ccccc2F)CC1
    -0.1 | 9 | -1 | 8 | / | 13 | -2
47. COc1cc(C(=O)OCC(=O)NC2CCCCCC2)ccc1OCC(C)C
    2.0 | 17 | 13 | 1 | 5 | -4 | 2
48. O=C(NCc1cccnc1)C1CCCN(S(=O)(=O)c2ccccc2)C1 (stereo not drawn)
    0.6 | / | / | 16 | 0 | 6 | 2
49. Cc1noc(C)c1CSCC(=O)Nc1cccc(C(F)(F)F)c1
    2.4 | 13 | 2 | -12 | -6 | -2 | 13
50. OCCn1c(-c2ccc(F)cc2)csc1=Nc1ccccc1
    / | -2 | 1 | -22 | / | / | /
51. CCC(C)[C@H](N)c1cn([C@@H](CCCCN)C(=O)N2CCNCC2)nn1 (stereo partly drawn)
    -4.0 | -15 | 3 | 17 | ? | -1 | 2
52. Cc1ccc(NC(=S)N2CCN(Cc3ccccc3)CC2)cc1
    -4.9 | -21 | -4 | -15 | -9 | -9 | /
53. COc1ccccc1N(C(=O)CN1C(=O)c2ccccc2S1(=O)=O)C(C(=O)NCC1CCCO1)c1ccc(F)cc1 (stereo not drawn)
    / | 13 | 2 | -15 | -10 | -5 | 1
54. N#C[C@H]1[C@@H](c2ccccc2C2=CCCC2)[C@@H](CO)N1C(=O)NC1CCCC1
    -0.6 | / | 9 | -14 | ? | -4 | /

# Another view of part of the listing above:
48. O=C(NCc1cccnc1)C1CCCN(S(=O)(=O)c2ccccc2)C1 (stereo not drawn)
49. Cc1noc(C)c1CSCC(=O)Nc1cccc(C(F)(F)F)c1

Compound	48	49
CFTR F508del cor	0.6	2.4
PAX8 inh HTS	/	13
FN deposition inh	/	2
INS-1E GSIS act	16	-12
DENV2 CPE	0	-6
EWS-Fli block	6	-2
miR122 inh	2	13
